Compound activity (PubChem)
CHO-K1 Ca PAM: nonselective calcium activators in parental CHO-K1 cells, primary screen, counter-screen for M1 PAM project, cell-based, Fluo-8 calcium fluorescence, full deck, 1536-well; ATP EC20; 0% at ATP EC20, 100% at ATP max; activation, % at 3 µM; 360,000 tested, 0.02% active; AID 602247, 2012;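 active means activation above the run cutoff, the mean activation of all test compounds plus 3 SD, cut at about 40% in these data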;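 further: peak over basal fluorescence ratio in a 140 s read after ATP addition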
CHO parental Ca: ATP-evoked calcium signal inhibitors, parental CHO, primary screen, counter-screen for OX1R antagonist project, cell-based, fluorescence, Fluo-8 calcium dye; parental CHO-K1, ATP-induced calcium, Fluo-8 fluorescence; inhibition, % at 5.6 µM; 330,000 tested, 0.63% active; AID 463079, 2010;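 active means inhibition above that plate's mean sample inhibition plus 3 SD, cut at about 26% in these data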;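 further: 0% = ATP-challenged DMSO wells and 100% = DMSO wells without ATP; some compounds past the cut are filed as inactive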
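Assay system: parental CHO cells; Read-out basis: percent inhibition of ATP-evoked calcium rise, normalized to controls; Benchmarks: ATP and no-ATP DMSO wells; Compound dosing: single nominal dose of 5.6 µM per compound; Signal: Fluo-8 calcium dye fluorescence; Also added: ATP as calcium-mobilizing challenge; Repeats: singlicate.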
GPR7 antagonist: GPR7 receptor antagonists, primary screen, cell-based, fluorescence, single concentration. 290,000 tested, 1.1% active. inhibition, % at 4.4 µM. Neuropeptides B/W receptor type 1 (Homo sapiens), P48145. GPR7-expressing cells, fluorescence antagonist assay. AID 1861, 2009; in the data active means inhibition above about 16%, passing the limit was not always enough;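 further: cells stimulated with the agonist NPW; 0% = agonist with vehicle and 100% = vehicle without agonist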
Target sequence (P48145 whole entry, looked up): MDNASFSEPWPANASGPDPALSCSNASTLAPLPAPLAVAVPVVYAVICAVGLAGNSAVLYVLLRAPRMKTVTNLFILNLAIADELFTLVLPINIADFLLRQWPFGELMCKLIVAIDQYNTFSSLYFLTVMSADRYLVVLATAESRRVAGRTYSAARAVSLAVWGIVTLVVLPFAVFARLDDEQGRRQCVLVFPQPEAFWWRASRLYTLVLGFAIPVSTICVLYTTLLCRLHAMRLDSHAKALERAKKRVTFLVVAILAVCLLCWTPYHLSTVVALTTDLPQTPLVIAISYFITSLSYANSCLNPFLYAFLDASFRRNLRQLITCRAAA
V1R ag counter: agonists of human V1a receptor, primary screen, counter-screen for OXTR agonist project, fluorescence, CHO-V1R cells; Fluo-8 calcium fluorescence, agonist mode; 0% DMSO, 100% 3 nM vasopressin; activation, % at 3 µM; 320,000 tested, 0.25% active; Vasopressin V1a receptor (Homo sapiens), P37288;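 active means activation above the mean activation of all tested compounds plus 3 SD, per screening run, cut at about 20% in these data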;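 further: signal is peak over basal fluorescence ratio across a 100 second FLIPR read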
Target sequence (P37288 whole entry, looked up): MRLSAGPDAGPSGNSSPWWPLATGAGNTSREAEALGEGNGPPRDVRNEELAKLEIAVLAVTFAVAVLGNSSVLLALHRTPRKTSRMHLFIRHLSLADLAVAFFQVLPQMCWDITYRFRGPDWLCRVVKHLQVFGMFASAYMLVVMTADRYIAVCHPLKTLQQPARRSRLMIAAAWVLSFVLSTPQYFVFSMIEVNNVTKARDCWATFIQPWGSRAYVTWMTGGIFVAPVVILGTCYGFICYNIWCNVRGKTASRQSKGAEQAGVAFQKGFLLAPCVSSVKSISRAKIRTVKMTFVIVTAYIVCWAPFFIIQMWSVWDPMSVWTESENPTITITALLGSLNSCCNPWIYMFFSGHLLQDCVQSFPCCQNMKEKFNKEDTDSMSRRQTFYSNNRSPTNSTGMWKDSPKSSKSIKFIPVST
CHO-K1 Ca antag: counter-screen for M1 antagonists: effect in parental CHO-K1 cells | inhibition, % at 3 µM | ATP-induced calcium, Fluo-8 fluorescence | AID 602250 | 360,000 tested, 0.6% active;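 active means inhibition above a per-plate cutoff, the plate's mean sample inhibition plus 3 SD, cut at about 24% in these data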;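 further: 0% = DMSO plus EC80 ATP and 100% = DMSO alone without ATP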
TAAR1 antagonist: human TAAR1 antagonists, primary screen, Fluo-8 calcium fluorescence, CHO RD-HGA16 cells; Trace amine-associated receptor 1 (Homo sapiens), Q96RJ0; antagonist; inhibition, % at 3 µM; 360,000 tested, 1.5% active; AID 624466, 2012;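 active means inhibition above a per-plate cutoff, the mean inhibition of test compounds on that plate plus 3 SD, cut at about 49% in these data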;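 further: 0% = DMSO plus EC80 beta-PEA response and 100% = DMSO alone without agonist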
Target sequence (Q96RJ0 whole entry, looked up): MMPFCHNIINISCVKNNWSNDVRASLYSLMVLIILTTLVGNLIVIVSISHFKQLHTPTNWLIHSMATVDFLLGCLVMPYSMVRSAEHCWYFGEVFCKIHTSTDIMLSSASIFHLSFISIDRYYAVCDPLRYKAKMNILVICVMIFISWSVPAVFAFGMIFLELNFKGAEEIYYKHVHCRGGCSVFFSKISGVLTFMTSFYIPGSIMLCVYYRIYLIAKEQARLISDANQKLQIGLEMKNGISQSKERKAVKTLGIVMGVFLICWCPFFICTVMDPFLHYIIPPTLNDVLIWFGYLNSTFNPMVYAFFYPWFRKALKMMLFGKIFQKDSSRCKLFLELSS
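Test system – hTAAR1-expressing CHO RD-HGA16 cells, Gα16-coupled · Reagent – β-PEA at EC80 concentration, post-compound challenge · Compound dosing – 3 µM, single point · Timing – 140 s kinetic read after compound, 140 s after agonist · Detection – Fluo-8 intracellular calcium dye fluorescence, real-time kinetic reads · Control set – DMSO and EC80 PEA controls · Repeats – n of 1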
M1 ag parental: counter-screen for M1 agonists: effect in parental CHO-K1 cells | 360,000 tested, 0.48% active | Fluo-8 calcium fluorescence; scaled to maximal ATP response, vehicle zero | activation, % at 3 µM | AID 602248, 2012; in the data active means activation above about 15%;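 further: untransfected CHO-K1 host cells lacking M1 receptor as counterscreen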
OXTR agonist: human OXTR agonists, primary screen, fluorescence, CHO-OTR cells, Fluo-8 calcium; Fluo-8 calcium fluorescence; normalized: DMSO 0%, oxytocin 100%; 320,000 tested, 0.32% active; activation, % at 3 µM; Oxytocin receptor (Homo sapiens), P30559;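 active means activation above the mean of all tested compounds plus 3 SD, cutoff set per screening run, cut at about 20% in these data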;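 further: peak over basal fluorescence ratio from a 100 s FLIPR kinetic read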
OXTR potentiator: human OXTR potentiators, primary screen, fluorescence, CHO-OTR cells, Fluo-8 calcium; 320,000 tested, 0.061% active; AID 2445, 2010; Fluo-8 calcium fluorescence, potentiator mode; 0% = oxytocin EC15, 100% = EC100; activation, % at 3 µM; Oxytocin receptor (Homo sapiens), P30559;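 active means activation above that plate's cutoff, the mean activation of tested compounds plus 3 SD, cut at about 6.6% in these data, passing the limit was not always enough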;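 further: 100% uses oxytocin at 75 nM as the full agonist control; some results filed as inactive read as strong as hits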
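assay system = CHO-OTR cells, human receptor | schedule = compound 6 min at room temperature before oxytocin, 100 s read | detection = Fluo-8 intracellular calcium fluorescence, ex 470-495, em 515-575 nm | evaluation = normalized max/min fluorescence ratio, % activation | control set = EC15 oxytocin alone as 0%, 75 nM oxytocin (EC100) as 100%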
* marks the source's active call; other numbers are inactive results; nt = not tested or not shown.

SMILES	CHO-K1 Ca PAM	CHO parental Ca	GPR7 antagonist	V1R ag counter	CHO-K1 Ca antag	TAAR1 antagonist	M1 ag parental	OXTR agonist	OXTR potentiator
COc1ccc(S(=O)(=O)NCC(c2ccc(F)cc2)N2CCOCC2)cc1Br (stereo not drawn)	-14.7	nt	nt	nt	-8.7	7.1	0.7	nt	nt
COC(=O)c1cccc(C23CC4(C2)[C@H](CN(C)[C@@H]4c2ccccc2)C3c2ccc(C(F)(F)F)cc2)c1 (stereo partly drawn)	7.6	-16.5	nt	0.5	-12.8	-3.6	0.6	-0.9	-5.0
FC(F)(F)c1cnc(Oc2ccccc2-c2nnco2)c(Cl)c1	-6.5	-17.6	-12.2	-1.3	13.9	5.8	-0.1	-2.5	-5.2
COc1ccc(OCc2nnc3n2N=C(c2ccccc2)C(CC(=O)O)S3)cc1 (stereo not drawn)	17.8	-12.3	-5.8	0.8	-15.1	-7.6	0.1	-0.4	-7.9
C=C(C)CN(CC)C(=O)COc1ccc(S(=O)(=O)Nc2ccc(OC)cc2)cc1	8.9	-4.1	8.4	24.1*	-2.4	14.2	7.9	28.8*	-22.2
COc1ccccc1NC(=O)COc1cccc(-n2cnnn2)c1	19.1	-9.1	-7.1	-0.1	7.3	-2.4	1.2	0.0	-1.0
CCCc1nc2cc(C)c(Br)c(C)n2c1Cc1ccc(OC)cc1C	7.4	nt	nt	nt	-7.9	-37.6	0.3	nt	nt
COc1cc(NC(=O)c2cccs2)c(C(=O)OCC(=O)NCc2ccccc2)cc1OC	16.5	-17.8	4.4	-0.8	-7.6	12.0	0.4	-0.6	-5.1
Cc1nc2ccc(S(=O)(=O)Nc3cccc(-c4nc5cccnc5s4)c3)cc2s1	-8.5	-16.9	0.7	5.1	30.0*	17.4	5.5	6.1	-8.0
Cc1ccc(C(=O)N/C(=C\c2ccc(Br)cc2)c2nc(=S)[nH][nH]2)cc1	8.3	7.6	-0.1	2.6	-21.5	-16.6	2.2	3.2	-0.5
COc1ccc(Cc2c(O)nc(SCC(=O)NC(C)(C)C)[nH]c2=O)cc1	-4.1	-3.2	-3.1	0.8	-12.4	-9.7	0.6	1.1	0.5
C=C(c1ccc(O)cc1)c1ccc(O)cc1	11.5	-0.2	11.5	0.9	-3.9	6.7	1.4	2.3	-1.2
CCS(=O)(=O)NCCCc1ccccc1	-6.3	-6.4	12.7	0.2	-19.7	-10.9	-0.1	-0.1	-11.9
C#CCOCCOCCOCCNc1nc(N2CCN(C(=O)CCCCCCCCCCNC(=O)[C@@H](CCSC)n3cc(CCO)nn3)CC2)nc(N2CCN(C(=O)CCCCCCCCCCNC(=O)[C@H](CCCN=C(N)N)n3cc(C[C@@H](C)CC)nn3)CC2)n1	9.3	-8.4	nt	0.8	-10.8	nt	-0.2	-0.6	-11.1
O=C1CNC(=S)N1CCCc1ccccc1	5.0	1.7	-0.7	1.1	-4.0	nt	0.7	-1.0	-5.0
C=C(C)CNC(=S)NNC(=O)CCn1c2ccccc2c2ccccc21	-0.5	3.3	7.4	1.4	6.0	-0.3	0.6	1.8	-2.4
CCC(C)NC(=O)C1c2ccccc2C(=O)N1Cc1ccc(OC)cc1OC (stereo not drawn)	-6.2	-7.8	-3.2	0.2	-6.9	-21.7	-0.2	-0.6	-11.7
CCOC(=O)C1CCN(C(=O)c2cc3ccc(OC)cc3[nH]2)CC1	-11.0	-18.4	1.8	3.7	4.1	-22.2	4.7	-1.5	-0.8
Cn1cc(S(=O)(=O)N2CCC(Cc3ccccc3)CC2)c(=O)n(C)c1=O	8.2	-11.2	-6.4	3.5	-8.7	-5.3	1.2	3.4	-3.2
COC(=O)c1c(C)oc2ccc(N(C(C)=O)S(=O)(=O)c3ccccc3)cc12	6.0	-12.5	-0.2	3.8	-18.4	6.0	1.1	-0.3	-8.3

Grouped by structure: those above containing a CF3 group
SMILES	CHO-K1 Ca PAM	CHO parental Ca	GPR7 antagonist	V1R ag counter	CHO-K1 Ca antag	TAAR1 antagonist	M1 ag parental	OXTR agonist	OXTR potentiator
COC(=O)c1cccc(C23CC4(C2)[C@H](CN(C)[C@@H]4c2ccccc2)C3c2ccc(C(F)(F)F)cc2)c1 (stereo partly drawn)	7.6	-16.5	nt	0.5	-12.8	-3.6	0.6	-0.9	-5.0
FC(F)(F)c1cnc(Oc2ccccc2-c2nnco2)c(Cl)c1	-6.5	-17.6	-12.2	-1.3	13.9	5.8	-0.1	-2.5	-5.2

Additional compounds
SMILES	CHO-K1 Ca PAM	CHO parental Ca	GPR7 antagonist	V1R ag counter	CHO-K1 Ca antag	TAAR1 antagonist	M1 ag parental	OXTR agonist	OXTR potentiator
COc1ccc(OCC(=O)OCC(=O)Nc2cc(S(=O)(=O)N3CCOCC3)ccc2Cl)cc1	-3.7	-11.8	nt	0.8	-5.8	-7.6	0.2	1.0	-4.4
Oc1ccc(Br)cc1Cn1nnc2ccccc21	7.0	-4.4	1.8	7.7	4.2	10.6	5.4	3.9	-13.2
Cc1cc(=O)[nH]c2ccc(S(=O)(=O)NCc3ccccc3)cc12	-5.9	10.1	-13.1	1.8	10.1	-9.6	1.1	-0.2	-6.7
Cc1cccc(N2C(=O)CC(Sc3nc(C)c4c(n3)CCCC4)C2=O)c1 (stereo not drawn)	20.2	-23.2	0.0	-0.2	-8.5	13.2	0.1	0.0	-10.9
CC12CN3CCN(CC(C3)/C1=N/NC(=O)Nc1ccccc1)C2	22.6	1.9	-11.0	0.7	-5.8	-0.2	0.7	0.6	-15.0
Cc1cc(=O)oc2cc(NC(=S)NCc3cccnc3)ccc12	16.4	-14.9	-3.2	0.1	-12.0	23.1	0.8	-0.5	-15.3
Cn1c(SCC(=O)N/N=C/C=C/c2ccco2)nc2ccccc21	15.2	-16.3	-10.9	-0.7	-2.2	-13.7	0.4	-2.3	-1.1
CCCCCOC(=O)c1ccccc1C(=O)O	1.6	-2.7	-10.2	-0.2	-13.2	-13.0	0.1	0.9	-5.8
C=CCSc1nnc2n(CCc3ccccc3)c(=O)c3c4c(sc3n12)COC(C)(C)C4	17.0	-17.7	-7.5	0.8	-3.8	13.5	0.4	0.1	-7.2
O=C(CN1C(=O)C2CCCCN2C(=O)c2ccccc21)N1CCCc2ccccc21 (stereo not drawn)	18.2	-12.8	-4.9	0.4	-12.2	21.6	0.4	-0.7	-4.7
CC(=O)OCC(=O)Nc1ccc(N=Nc2ccccc2)cc1	13.5	-4.2	-6.3	7.6	-4.1	3.2	5.5	7.8	-13.6
O=C(NCCOC(=O)C1COc2ccccc2O1)C1COc2ccccc2O1 (stereo not drawn)	5.4	-13.7	-5.4	-1.0	1.2	-10.9	0.6	0.5	-7.0
C[C@H](c1ccccc1)n1nnc(COCc2ccccc2)c1C#CCOCc1ccccc1	-16.0	-15.9	nt	-0.3	-8.0	5.4	-0.9	-1.6	0.1
CCOC(=O)c1c(C)[nH]c(O)c1C=Nc1ccccc1	11.0	-2.3	-1.9	4.2	-8.5	-26.2	0.4	2.2	-2.0
COc1ccc(CCNS(=O)(=O)c2ccc3c(c2)CC(C)N3C(=O)C2CC2)cc1OC (stereo not drawn)	-6.8	nt	nt	nt	1.1	3.4	4.5	nt	nt
Cc1c(-c2ccc(F)cc2)nc(N)c(C#N)c1-c1cccnc1	0.3	-19.8	-4.8	0.2	-1.5	-14.3	1.0	-0.9	-5.8
CC(C)C(NC(=O)c1ccc(F)cc1)C(=O)OCC(=O)N1CC(=O)Nc2ccccc21 (stereo not drawn)	-4.1	-9.5	-4.4	-1.2	13.8	7.8	-0.1	-2.2	-2.9
Nc1cccnc1Oc1ccccc1F	15.7	-5.1	-10.4	0.7	-7.0	-2.4	1.0	-0.5	-6.4
COc1ccc(-c2c3c(=O)n(C)c(=O)n(C)c3cn2-c2ccccc2O)cc1	-2.0	-11.6	-15.6	-0.5	-10.3	-43.0	-0.1	-0.7	2.9
O=c1oc(-c2ccccc2)cc2ccccc12	-6.6	nt	nt	nt	-9.5	-4.9	-0.1	nt	nt
CCC1(CC)Cc2ccccc2C(N)=C1C#N	17.3	-21.8	-12.6	-1.6	-11.8	-11.9	0.5	-2.9	-3.2
CCOCCCN1C(=O)CN(C2CCCCC2)C(=O)C1c1ccc(OC)c(OC)c1 (stereo not drawn)	23.7	-12.9	2.1	-0.3	-12.3	2.2	0.8	0.3	-1.6
Cc1cc(SCC#N)n2nc(C)c(-c3ccccc3)c2n1	-4.8	-2.4	1.6	-0.3	-0.7	5.9	-0.6	-1.1	-15.7
CCCc1c(C(=O)N/N=C/c2cccc(OCc3ccc(F)cc3)c2)nnn1-c1nonc1N	2.8	1.6	7.8	0.5	-11.8	-18.2	-0.2	0.0	-0.9
CCCC(=O)Nc1cccc(S(=O)(=O)N(C)c2ccccc2)c1	-6.5	-10.2	-7.0	2.5	-2.9	-4.5	1.8	-0.3	-6.8
O=S(=O)(c1ccc(Oc2ccc3oc4ccccc4c3c2)nc1)N1CCCC1	1.8	4.6	-1.7	-0.5	-2.7	-0.5	0.0	-0.7	-3.5
Cc1cc(C)cc(CN2CCC(Oc3ccc(C(=O)N4CCCC4)cc3)CC2)c1	8.8	nt	15.1	nt	-23.6	-19.7	2.1	nt	nt
C#CCOCCOCCOCCNc1nc(N2CCN(C(=O)[C@H](CCC(=O)O)n3cc([C@@H](N)[C@H](C)CC)nn3)CC2)nc(N2CCN(C(=O)[C@H](CCC(=O)O)n3cc([C@@H](N)CC(N)=O)nn3)CC2)n1	10.5	-10.2	nt	1.5	-12.9	9.7	0.3	0.9	-0.1
CCSc1nc2c(c(-c3ccc(C)o3)c1C#N)CCCC2	16.6	-34.3	-7.4	0.1	-10.6	-20.6	0.2	-1.8	-0.6
Cc1ccc2nsnc2c1S(=O)(=O)N1CCN(Cc2ccc3c(c2)OCO3)CC1	-7.9	-10.3	-6.7	-0.9	-20.8	-0.4	1.1	0.3	1.3
COc1ccc(N2CCN(C(=O)CN(Cc3ccccc3)S(C)(=O)=O)CC2)cc1	-12.2	5.8	2.5	1.9	4.5	1.5	1.6	1.2	-7.0
CC(NCC(=O)Nc1cc(Cl)cc(Cl)c1)c1ccccc1 (stereo not drawn)	23.5	-24.3	-0.2	-0.9	-10.0	3.3	3.8	-1.2	-13.2
